Tau fil binding = qHTS Assay for Tau Filament Binding; Microtubule-associated protein tau (Homo sapiens), P10636; recombinant tau filaments, thioflavin S fluorescence, 15 h; filaments grown with octadecylsulfate alongside compound; Potency, µM (titrated, usually from 57.1 µM), for inactives: top-dose activity change, negative = inhibition; 71,000 tested, 2% active;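 also: potency is read from the fitted curve at half-maximal effect; % is scaled to controls: 0 for no effect and ±100 for the full control effect; actives lower thioflavin S fluorescence by blocking filaments or displacing dye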
Target sequence (P10636 whole entry, looked up): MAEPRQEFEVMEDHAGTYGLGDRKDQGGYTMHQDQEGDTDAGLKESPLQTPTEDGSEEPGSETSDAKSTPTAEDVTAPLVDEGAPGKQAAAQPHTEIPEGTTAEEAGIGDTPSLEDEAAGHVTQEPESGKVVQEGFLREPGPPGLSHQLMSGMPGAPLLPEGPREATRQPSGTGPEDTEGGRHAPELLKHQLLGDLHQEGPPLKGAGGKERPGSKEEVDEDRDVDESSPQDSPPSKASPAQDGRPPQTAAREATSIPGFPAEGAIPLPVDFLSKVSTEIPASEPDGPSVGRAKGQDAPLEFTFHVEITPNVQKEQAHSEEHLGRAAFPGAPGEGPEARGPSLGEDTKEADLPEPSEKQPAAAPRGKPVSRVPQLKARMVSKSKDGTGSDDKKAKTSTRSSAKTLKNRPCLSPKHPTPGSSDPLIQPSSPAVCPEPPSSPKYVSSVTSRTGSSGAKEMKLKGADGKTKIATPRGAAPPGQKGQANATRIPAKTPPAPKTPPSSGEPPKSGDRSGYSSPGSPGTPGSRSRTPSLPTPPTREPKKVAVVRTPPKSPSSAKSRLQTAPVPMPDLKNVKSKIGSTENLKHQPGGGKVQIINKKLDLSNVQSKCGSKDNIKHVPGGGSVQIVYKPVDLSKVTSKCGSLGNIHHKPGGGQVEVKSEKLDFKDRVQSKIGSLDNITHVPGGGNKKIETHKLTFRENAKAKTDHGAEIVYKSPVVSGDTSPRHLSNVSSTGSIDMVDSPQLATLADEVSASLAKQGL
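Read-out: ThS fluorescence, 450 nm excitation/510 nm emission; lower signal marks blocked filament formation or displaced dye. Tau at 1 uM with 30 uM ODS, 10 uM ThS, 5 mM DTT, 100 mM NaCl, 10 mM HEPES pH 7.4; 15 h, 37 C.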
Fluorescein autfl = qHTS Assay for Spectroscopic Profiling in Fluorescein Spectral Region | Compound autofluorescence, 480/540 nm, fluorescein-equivalent; hits give high values | max fluorescein-equivalent concentration, M | 59,000 tested, 0.91% active; in the data active = max fluorescein-equivalent concentration above about 10 nM; inconclusive = between about 1.1 nM and that limit
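Fluorescein stocks ranging 3 mM down to 300 nM, plus DMSO blanks, were pinned alongside compounds to build a per-plate standard curve. Buffer: 100 mM Tris, pH 8.0. Incubation 15 min, room temperature; filters 480/540 nm.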
ERK AVP block = qHTS Assay for Inhibitors of the ERK Signaling Pathway using a Homogeneous Screening Assay | HEK293-V1b, vasopressin-stimulated pERK AlphaScreen | Potency, µM (doses to about 57.5 µM), for inactives: at the highest dose activity, negative = inhibition, hits mostly inhibitors | 72,000 tested, 0.99% active | AID 995, 2007; also: potency is read from the fitted curve at half-maximal effect; % is scaled to controls: 0 for no effect and ±100 for the full control effect; nearly all actives have a fitted effect of over 55% in size
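qHTS, compounds titrated on V1b-expressing HEK293 cells. Preincubation 30 min at 37C, vasopressin 25 nM for 5 min, lysis 10 min, bead incubation 5 hr at room temperature.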
USP2a inhib = qHTS Assay for Inhibitors of Ubiquitin-specific Protease USP2a; USP2a enzymatic assay, qHTS inhibition; Potency, µM (highest dose often 38.3 µM), without a hit: at the top dose activity change, negative = inhibition, actives largely listed as inhibitors; 60,000 tested, 0.1% active; AID 927, 2007;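 also: potency is read from the fitted curve at half-maximal effect; nearly all actives have a fitted effect of over 60% in size; plate controls were DMSO for no effect and NEM full inhibition control for full effect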
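USP2 core (20 nM final) was preincubated with compound for 30 min at RT in 20 mM Tris-HCl pH 8.0, 2 mM CaCl2, 2 mM beta-mercaptoethanol; Ub-PLA2 (20 nM) plus NBD C6-HPC (20 uM) then added, fluorescence read after 2.5 h.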
Rhodamine fluor = qHTS Assay for Spectroscopic Profiling in Rhodamine Spectral Region. AID 594, 2007. 59,000 tested, 0.05% active. Rhodamine-region fluorescence, 547/598 nm, Tris buffer; hits give high values. max dye-equivalent concentration, M; in the data active = max dye-equivalent concentration above about 11 nM; inconclusive = between about 1.1 nM and that limit
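qHTS spectral profiling of compounds without any target or enzyme present, in pH 8.0 Tris buffer; plates were read after a 15-minute room-temperature incubation using the rhodamine-region filter set.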
HEK293 cAMP ctrl = qHTS Assay for Agonists of the Thyroid Stimulating Hormone Receptor: Activators of Intracellular cAMP Concentrations in Parental HEK 293 | parental HEK293 CNG cAMP sensor, membrane potential fluorescence | AID 938, 2007 | Potency, µM (doses to about 57.1 µM), for inactives: at the top dose activation, usual class: activators | 73,000 tested, 2.5% active; also: potency is read from the fitted curve at half-maximal effect; % of control where 0% means no effect; nearly all actives have a fitted effect of over 55% in size
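Parental HEK 293 cells stably expressing a modified CNG channel (no TSHR) report cAMP rise as membrane depolarization. Membrane potential dye with 100 uM RO 20-1724 was loaded for 60 min at room temperature, then compound added for 30 min; fluorescence read at 590 nm.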
FLuc inh = qHTS Assay for Inhibitors of Firefly Luciferase | Luciferin 4-monooxygenase (Photinus pyralis), P08659 | Potency, µM (titrated, usually from 57.1 µM), without a hit: top-dose activity change, negative = inhibition, usual class: inhibitors | purified firefly luciferase, luminescence, 8 min | 72,000 tested, 2.2% active; also: potency is read from the fitted curve at half-maximal effect; % is scaled to controls: 0 for no effect and ±100 for the full control effect; nearly all actives have a fitted effect of over 40% in size
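Titration-based qHTS; buffer 50 mM imidazole pH 7.2, 50 mM KCl, 7 mM MgCl2, 10 uM ATP, 0.01% Tween 20, 0.05% BSA; luciferase/luciferin detector mix added after compound; 8 min, ambient; luminescence.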
Caspase-1 inhib = qHTS Assay for Allosteric/Competitive Inhibitors of Caspase-1; Caspase-1 enzyme, Ac-WEHD-AFC fluorogenic rate; Potency, µM (highest dose often 57.5 µM), without a hit: at the highest dose activity change, negative = inhibition, hits mostly inhibitors; 75,000 tested, 0.03% active;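 also: potency is read from the fitted curve at half-maximal effect; plate controls were vehicle for no effect and no substrate for full effect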
Target sequence (P29466 120-297 limits assumed): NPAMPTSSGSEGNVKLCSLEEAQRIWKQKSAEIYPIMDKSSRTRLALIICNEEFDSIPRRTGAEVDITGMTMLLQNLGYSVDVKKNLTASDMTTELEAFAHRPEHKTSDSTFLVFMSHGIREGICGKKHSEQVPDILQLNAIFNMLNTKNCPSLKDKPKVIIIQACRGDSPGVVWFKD
Target sequence (P29466 317-404 limits assumed): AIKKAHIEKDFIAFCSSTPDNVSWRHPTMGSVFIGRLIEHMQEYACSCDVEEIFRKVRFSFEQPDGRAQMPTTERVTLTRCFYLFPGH
HADH2 inh = qHTS Assay for Inhibitors of HADH2 (Hydroxyacyl-Coenzyme A Dehydrogenase, Type II). Potency, µM (highest dose often 57.1 µM), without a hit: at the top dose activity change, negative = inhibition, most hits filed as inhibitors. AID 886, 2007. 73,000 tested, 3.4% active. 3-hydroxyacyl-CoA dehydrogenase type-2 (Homo sapiens), Q99714. recombinant HADH2, NADH fluorescence, beta-hydroxybutyryl-CoA; also: potency is read from the fitted curve at half-maximal effect; % is scaled to controls: 0 for no effect and ±100 for the full control effect; nearly all actives have a fitted effect of over 60% in size; many of its hits are not listed in these tables
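NADH fluorescence (ex 360/em 450 nm) read every 30 s for 4 min; activity taken as last-minus-first time point difference. Enzyme 20 nM, NAD+ 1 mM, beta-hydroxybutyryl-CoA 90 uM, pH 9.0 Tris buffer.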
Casp7 inh = qHTS Assay for Allosteric/Competitive Inhibitors of Caspase-7. P55210. recombinant caspase-7, Ac-DEVD-AFC fluorescence rate. Potency, µM (series often up to 57.5 µM), without a hit: top-dose activity change, negative = inhibition, usual class: inhibitors. 75,000 tested, 0.02% active. AID 889, 2007; active = well fitted inhibition curve with a large enough effect in the main read-out, with a control signal flat, not every such curve was filed as active; inconclusive = small, poorly fitted or top-dose-only effect, or a change in a side signal; also: potency is read from the fitted curve at half-maximal effect; % of control where 0% means no effect
TexasRed autofl = qHTS Assay for Spectroscopic Profiling in Texas Red Spectral Region | 59,000 tested, 0.06% active | Compound fluorescence, Texas Red channel, 547/618 nm; hits give high values | max dye-equivalent concentration, M | AID 587, 2007; in the data active = max dye-equivalent concentration above about 10 nM; inconclusive = between about 1.1 nM and that limit
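Spectral interference profiling: each compound concentration's relative fluorescence, read with a 547 nm excitation and 618 nm emission filter pair, was normalized to a per-plate Texas Red standard curve.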
Active calls of the source: *; i = inactive; ? = inconclusive; nt = not tested or not shown; [ ] = dose if it differs, or a comment. Unless noted, calls follow the shape of the dose curve; as a rule, active = well fitted curve in the direction sought with a large enough effect; inconclusive = small, poorly fitted or top-dose-only effect, or another doubt; inactive = no such curve, though single readings can be large; an effect the other way counts as inactive or inconclusive. This is a subset. The share of hits here may be higher or lower than overall.

Every second line gives: Tau fil binding, Fluorescein autfl, ERK AVP block, USP2a inhib, Rhodamine fluor, HEK293 cAMP ctrl, FLuc inh, Caspase-1 inhib, HADH2 inh, Casp7 inh, TexasRed autofl
[1] CCOC(=O)C1C(=O)NC(N2CCOCC2)=NC1c1ccco1 (configuration not stated)
 : -9.2%, i, -9.0%, -3.0%, i, 17.9%, 1.2%, -1.2%, 1.0%, 2.3%, ?
[2] CC1(C)CC(=O)C=C(NCCN2CCN(C(=O)Nc3ccccc3)CC2)C1
 : -5.8%, i, 11.7%, 4.3%, i, 4.3%, 3.3%, -3.3%, 16.6%, -0.4%, i
[3] COc1ccc(S(=O)(=O)n2nc(-c3cc(OC)c(OC)c(OC)c3)cc2N)cc1OC
 : -0.6%, nt, -17.2%, nt, nt, 9.7%, -0.4%, 0.7%, -5.7%, 1.2%, nt
[4] N#Cc1cccc(NC(=O)N2CC[C@@]3(CCCN(C(=O)c4ccncc4)C3)C2)c1
 : 2.4%, i, -0.8%, 4.4%, i, -5.1%, 2.0%[11.4 µM], -5.0%, 9.6%, -0.2%, i
[5] O=C(NCc1cccs1)c1nn2cccnc2c1Cl
 : -24.3%, i, -1.9%, 2.5%, i, 1.2%, -3.5%, -3.6%, 1.8%, 0.8%, i
[6] O=C(Oc1ccc(N(Cc2cccs2)C2=NS(=O)(=O)c3ccccc32)cc1)c1ccco1
 : -6.4%, i, -13.0%, 10.4%, i, 6.9%, -0.2%, -2.3%, ?, -1.9%, i
[7] CC12CCC(C(=O)N3CCCc4ccccc43)(CC1=O)C2(C)C (configuration not stated)
 : -11.4%, nt, 9.4%, 7.4%, nt, 12.5%, 2.9%, 1.2%, 1.9%, 0.7%, nt
[8] O=C(Nc1ccccc1C(F)(F)F)N1CCCC(O)C1 (configuration not stated)
 : -0.1%, ?, 22.7%, 2.9%, i, 13.1%, 1.7%, -1.0%, 6.5%, 2.8%, i
[9] CSc1nsc(SCC(=O)Nc2ccccn2)n1
 : 1.9%, ?, 0.2%, -9.9%, i, 4.9%, 2.4%, 0.6%, -18.1%, -1.4%, i
[10] Cc1ccc(C)n1-c1ccncc1
 : 6.0%, i, 2.2%, -4.3%, i, 0.3%, 0.8%, 0.2%, -1.7%, -0.7%, i
[11] CCOC(=O)CSc1nnc(CNC(=O)c2cccc(C)c2)n1-c1ccccc1OC
 : -13.5%, ?, -6.6%, 4.5%, i, 6.0%, 1.0%, 0.4%, 5.8%, -0.2%, i
[12] O=C1C(O)=C(O)C(=O)C(O)=C1O
 : 16.9%[25.6 µM], ?, -10.3%, -12.2%, i, 2.8%[25.6 µM], 5.9%[25.5 µM], -1.0%, ?, -5.9%, i
[13] CCOC(=O)C1CCCN(C(=O)Cn2sc3nc(C)cc(C)c3c2=O)C1 (configuration not stated)
 : -16.2%, nt, ?, nt, nt, 4.0%, 12.6µM*, 2.5%, 0.251µM*, -0.7%, nt
[14] O=C(CNC(=O)c1cnccn1)Nc1ccc(F)c(F)c1F
 : -3.9%, i, -6.3%, 4.6%, i, 7.1%, -1.7%, -1.7%, 11.7%, -1.0%, i
[15] Cc1cc(=S)n(-c2ccccc2)n1C
 : 16.8%[11.4 µM], nt, -1.5%, 0.8%[7.66 µM], nt, 0.8%[11.4 µM], 1.5%, -0.4%, 2.1%[11.4 µM], 0.7%, nt
[16] Cc1ccc(-c2csc3ncn(/N=C/N(C)C)c(=O)c23)o1
 : -6.5%, ?, 0.3%, 2.7%, i, 1.7%, 0.5%, -0.5%, -13.6%, -0.4%, i
[17] COc1ccc(OC)c(NC(=O)CSc2nnc(-c3ccco3)n2-c2ccccc2)c1
 : 79.4%, i, -23.7%, 8.9%, i, 25.5%, 1.2%, -0.9%, -0.3%, -0.8%, i
[18] COC(=O)C/C=C\[C@@H](C)[C@@H](/C=N\O[C@@H](C)CN1CCCc2nc(C)c(C)cc21)OC
 : nt, nt, 14.0%[11.5 µM], nt, nt, 24.0%[11.4 µM], 1.7%[11.4 µM], -11.3%[11.5 µM], -17.3%[11.4 µM], -11.9%[11.5 µM], nt
[19] C=CCn1c(N2C(=O)CC(Cc3ccccc3)C2=O)nc2ccccc21 (configuration not stated)
 : 0.5%, ?, -10.3%, 25.5%, i, 0.2%, 1.2%, -1.3%, 10.7%, -4.2%, i
[20] Cc1ccc(S(=O)(=O)N2CCN(C(=O)CCC(=O)NC3CCCc4ccccc43)CC2)cc1 (configuration not stated)
 : -6.3%, ?, -7.7%, 17.8%, i, -1.9%, -1.4%, -1.3%, 12.4%, -1.5%, i
[21] O=C(c1ccc2c(c1)OCO2)N1CCCc2ccccc21
 : 2.7%, i, -9.2%, 49.3%[activator], i, 18.6%, -4.7%, -0.8%, -12.6%, -1.3%, i
[22] CCOC(=O)CSc1nnc(Cn2c(=O)sc3ccccc32)n1C
 : -2.0%, nt, -5.6%, nt, nt, -3.8%, -0.2%, -2.8%, -0.5%, -0.5%, nt
[23] CCc1oc(C(=O)O)cc1COC
 : -0.6%, i, 12.6%, -3.6%, i, 3.7%, 1.5%, -2.4%, -0.3%, -1.1%, i
[24] CC(=O)Nc1ccc(S(=O)(=O)N2CCN(C(=O)N3CCCCCC3)CC2)cc1
 : -4.3%, i, -11.0%, 16.8%, i, -2.8%, -1.2%, 1.6%, 14.9%, -1.7%, i
[25] C/C(=N\O)C(=O)NCc1ccccn1
 : -29.3%, ?, 16.4%, -9.8%, i, 1.9%, 3.7%, -1.5%, -7.5%, 0.8%, i
[26] C=C(Cl)COc1ccc2c(C)cc(=O)oc2c1
 : 28.9%[11.4 µM], nt, -17.1%, 10.7%[7.66 µM], nt, 13.6%[11.4 µM], -0.3%, 0.3%, ?, 3.7%, nt
[27] CCc1cc(=O)oc2cc(OCC(=O)N(CC)CC)c(Cl)cc12
 : -28.3%, nt, -25.1%, nt, nt, 12.9%, -4.8%, 2.6%, ?, -0.4%, nt
[28] CC(c1ccccc1)N1C(=O)c2ccc(C(=O)NCc3ccco3)cc2C1=O (configuration not stated)
 : -15.0%, i, -28.9%, 6.6%, i, 2.4%, 0.8%, -2.1%, -2.5%, -6.0%, i
[29] Nc1ccccc1[N+](=O)[O-]
 : 8.6%, nt, -11.9%, nt, nt, 20.7%, nt, 1.4%, -5.1%, -0.4%, nt
[30] Oc1c(C(c2ccc(F)cc2)N2CCc3ccccc3C2)sc2ncnn12 (configuration not stated)
 : -18.3%, nt, nt, nt, nt, ?, -2.7%, -14.6%, 8.0%, 1.4%, nt

Some entries already given, showing only HEK293 cAMP ctrl and ERK AVP block:
item	Molecule	HEK293 cAMP ctrl	ERK AVP block
12	O=C1C(O)=C(O)C(=O)C(O)=C1O	2.8%[25.6 µM]	-10.3%
13	CCOC(=O)C1CCCN(C(=O)Cn2sc3nc(C)cc(C)c3c2=O)C1 (configuration not stated)	4.0%	?
14	O=C(CNC(=O)c1cnccn1)Nc1ccc(F)c(F)c1F	7.1%	-6.3%

(listing goes on)
Every second line gives: Tau fil binding, Fluorescein autfl, ERK AVP block, USP2a inhib, Rhodamine fluor, HEK293 cAMP ctrl, FLuc inh, Caspase-1 inhib, HADH2 inh, Casp7 inh, TexasRed autofl
[31] CCOc1ccc(CCNC(=O)C2CCN(S(=O)(=O)CC)CC2)cc1OCC
 : 4.7%, i, -18.4%, 3.9%, i, 5.9%, 1.5%, 1.1%, 13.5%, 1.1%, i
[32] Cc1cc2cc(C(c3nnnn3Cc3ccco3)N3CCc4ccccc4C3)c(=O)[nH]c2cc1C (configuration not stated)
 : 35.3%, ?, 1.8%, nt, i, 13.3%, -11.8%, ?, -14.2%, ?, ?
[33] O=c1c2ccc(-c3nnc4n3-c3ccccc3SC4)cc2nc2n1CCCCC2
 : -5.2%, i, -22.0%, -1.3%, i, -0.7%, 0.0%, 1.0%, 23.9%, -3.9%, i
[34] O=C(Nc1nnc(-c2ccco2)s1)C1CCCCC1
 : -16.8%, i, -11.8%, nt, i, 3.1%, -6.2%, -3.3%, -13.3%, -7.7%, i
[35] C[N+](C)(C)CC=O
 : 2.5%, i, -10.2%, -1.8%, i, -1.5%, 1.3%, 1.5%, -17.3%, 0.9%, ?
[36] Cn1cccc1Cc1nnc(SCC(=O)NCc2ccc(F)cc2)n1-c1ccc(F)cc1
 : -4.4%, nt, -13.9%, nt, nt, 0.3%, 1.9%, 0.0%, -2.8%, -0.6%, nt

Compound activity (PubChem)
